# High-throughput results: PubChem BioAssay, several laboratories
# KKLEB tox: cytotoxicity in KKLEB CF airway cells, primary screen, cytotoxicity control for CF NF-kB inhibitor project, cell-based, uHTS, fluorescence assay plates | activity change (cytotoxicity), % at 5 µM | hit rate 0.36% among 360,000 | KKLEB CF airway cells viability, ATPlite luminescence, overnight; stronger effect = lower value; cells stimulated with P. aeruginosa culture filtrate;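 active means corrected activity change at or below -50% at 5 µM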
# NCOA3 inh: SRC3 coactivator transcriptional activity inhibitors, primary screen, cell-based, luminescence; HEK293 GAL4-SRC3 luciferase reporter; inhibition, % at 3.6 µM; hit rate 0.17% among 360,000;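 active means inhibition above a per-campaign cutoff, the mean of all compounds plus 3 SD, cut at about 60% in these data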;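 further: 0% = DMSO-treated cells and 100% = gossypol-treated cells at 36 µM; higher means less SRC3-driven luciferase light from the GAL4 reporter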
# COUP-TFII inh: NR2F2 transcriptional activity inhibitors, primary screen, cell-based, luciferase reporter, HEK293T, luminescence; COUP transcription factor 2 (Homo sapiens), P24468; HEK293T NGFI-A luciferase reporter; inhibition, % at 8.6 µM; hit rate 0.7% among 370,000; AID 686940, 2013;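 active means inhibition above a per-plate cutoff, mean inhibition of test wells between control levels plus 3 SD, cut at about 38% in these data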;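 further: cells cotransfected with COUP-TFII expression vector driving the NGFI-A reporter; 0% = median of COUP-TF2 test wells and 100% = reporter-only cells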
# Target sequence (P24468 whole entry, looked up): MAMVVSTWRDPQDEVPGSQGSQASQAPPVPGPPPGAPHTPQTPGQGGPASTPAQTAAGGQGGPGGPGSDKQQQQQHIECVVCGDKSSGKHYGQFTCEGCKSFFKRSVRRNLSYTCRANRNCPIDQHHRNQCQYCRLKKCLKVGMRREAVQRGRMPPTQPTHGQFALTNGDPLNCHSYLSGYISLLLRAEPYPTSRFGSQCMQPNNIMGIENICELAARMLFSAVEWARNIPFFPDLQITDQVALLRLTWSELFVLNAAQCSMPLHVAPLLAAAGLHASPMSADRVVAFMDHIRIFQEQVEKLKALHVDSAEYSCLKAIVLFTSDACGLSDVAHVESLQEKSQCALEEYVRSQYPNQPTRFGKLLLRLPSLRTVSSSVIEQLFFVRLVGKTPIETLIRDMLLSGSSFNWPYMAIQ
# CF NFkB block: inhibitors of PAF-induced NF-kB signaling, primary screen, cell-based, GFP fluorescence, uHTS; inhibition, % at 5 µM; KKLEB NF-kB-GFP reporter, GFP fluorescence overnight; hit rate 0.86% among 360,000;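 active means at least 50% inhibition at 5 µM, scaled per plate between neutral and stimulator controls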;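 further: PAF is a Pseudomonas aeruginosa culture filtrate used as stimulus; plate controls were PAF-stimulated DMSO wells for no effect and unstimulated DMSO wells for full effect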
# TROY NFkB inh: inhibitors of TROY-driven NF-kB signaling, primary screen, Q293 LMP1-TROYcd cells, NF-kB luciferase, uHTS | hit rate 0.98% among 360,000 | Q293 LMP1-TROYcd NF-kB luciferase reporter, 4 h | inhibition, % at 10 µM;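 active means compounds whose plate-normalised and pattern-corrected inhibition of the luciferase reporter signal at the single screening dose is 50% or more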
# NCOA1 inh: SRC1 coactivator transcriptional activity inhibitors, primary screen, cell-based, luminescence. Nuclear receptor coactivator 1 (Homo sapiens), Q15788. HEK293 GAL4-SRC1 luciferase reporter. inhibition, % at 3.6 µM. hit rate 0.12% among 360,000. AID 588354, 2011;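 active means inhibition above the campaign mean plus 3 SD, with each screening campaign given its own cutoff, cut at about 60% in these data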;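 further: 0% = DMSO treated cells and 100% = gossypol at 36 µM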
# Shn3 3UTR inh: reduction of Shn3 3'UTR firefly luciferase signal, primary screen, Schnurri-3 inhibitor project, cell-based, Clone20 osteoblasts, set 2. Clone20 osteoblast Shn3 3'UTR firefly luciferase, 24 h. inhibition, % at 12.5 µM. hit rate 0.52% among 360,000. AID 588674, 2011;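 active means mean inhibition of at least 75% with every replicate also reaching 75%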;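 further: 0% = median of neutral control wells and 100% = pilot-screen positive control compound; some compounds past the cut are filed as inactive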
# C8 TRAIL sens: viability loss with TRAIL in NB7+C8 cells, primary screen, TRAIL sensitizer project, cell-based, ATPlite luminescence; hit rate 1% among 360,000; inhibition (viability loss, TRAIL sensitization), % at 10 µM; AID 624354, 2012;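 active means compounds causing at least 50% loss of cell viability in the single-dose screen, relative to plate controls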
# LRH-1 inv ag: LRH-1 (NR5A2) inverse agonists, primary screen, cell-based, luminescence, HEK293T, StAR-luciferase reporter; AID 602396, 2012; LRH-1 transfected, 24 h; inhibition, % at 3.6 µM; hit rate 0.13% among 360,000; Nuclear receptor subfamily 5 group A member 2 (Homo sapiens), O00482;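 active means inhibition above the mean inhibition of all tested compounds plus 3 SD, cut at about 73% in these data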;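 further: 0% = DMSO wells and 100% = reporter-only cells lacking LRH-1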
# Target sequence (O00482 whole entry, looked up): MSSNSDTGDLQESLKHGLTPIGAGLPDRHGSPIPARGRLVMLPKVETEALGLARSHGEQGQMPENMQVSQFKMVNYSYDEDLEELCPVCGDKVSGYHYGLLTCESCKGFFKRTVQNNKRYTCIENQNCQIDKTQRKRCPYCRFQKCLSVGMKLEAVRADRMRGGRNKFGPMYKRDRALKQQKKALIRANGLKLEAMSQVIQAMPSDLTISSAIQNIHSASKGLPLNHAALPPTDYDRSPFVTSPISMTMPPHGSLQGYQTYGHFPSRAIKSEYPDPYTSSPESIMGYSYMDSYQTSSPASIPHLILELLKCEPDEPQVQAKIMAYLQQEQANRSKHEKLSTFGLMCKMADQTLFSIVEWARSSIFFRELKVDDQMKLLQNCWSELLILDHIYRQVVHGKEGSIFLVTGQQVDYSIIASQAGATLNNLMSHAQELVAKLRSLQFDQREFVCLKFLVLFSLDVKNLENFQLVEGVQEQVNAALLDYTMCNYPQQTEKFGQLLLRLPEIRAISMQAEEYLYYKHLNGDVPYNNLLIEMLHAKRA
# TWEAK-Fn14 inh: inhibitors of TWEAK-Fn14 signaling, primary screen, luciferase reporter cells, uHTS; TWEAK-stimulated Fn14 reporter cells, luciferase luminescence, 8 h; AID 1159606, 2016; hit rate 2% among 360,000; inhibition, % at 10 µM; in the data active means inhibition above about 50%
# EBV LMP1 NFkB: EBV LMP1-driven NF-kappaB luciferase reporter inhibitors, primary screen, cell-based, luminescence, single point; inhibition, % at 12.5 µM; hit rate 0.69% among 350,000; LMP1-induced NF-kappaB luciferase reporter cells; in the data active means inhibition above about 41%;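 further: 0% = neutral control wells and 100% = reference inhibitor control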
# The depositor's hits bear a star; · = no result given. An excerpt; the hit share may differ from the screen's.
SMILES,KKLEB tox,NCOA3 inh,COUP-TFII inh,CF NFkB block,TROY NFkB inh,NCOA1 inh,Shn3 3UTR inh,C8 TRAIL sens,LRH-1 inv ag,TWEAK-Fn14 inh,EBV LMP1 NFkB
N#CC12CCCCC1CC1CCCCC1(C#N)N2Cc1ccccn1 (stereo not given),4,18,-19,-9,-3,-19,-1,-10,-7,0,-2
Cc1c(C(=O)N2CCCCC2)oc2ccc(Br)cc12,10,-58,-28,-6,-51,-72,-114,4,-43,-16,-25
COc1ccccc1NS(=O)(=O)c1cc(-c2cnc(C3CC3)o2)ccc1C,-11,17,5,11,20,-2,14,33,-20,23,-8
O=C(COc1ccc(F)cc1Cl)Nc1cc(S(=O)(=O)N2CCOCC2)ccc1N1CCCCC1,-1,4,0,24,27,-6,21,9,-8,-2,1
CCOC(=O)C1CCN(C(=O)C2CCC(=O)N(Cc3cccc(C(F)(F)F)c3)C2)CC1 (stereo not given),13,-13,-2,-11,6,-19,-22,-1,3,-6,-8
CCC(C)(C)NC(=O)CN(C(=O)CCC(=O)Nc1nccs1)c1cccc(C)c1,-2,8,5,15,4,16,3,-6,-2,8,8
CCC1(c2ccc(F)cc2)NC(=O)N(CC(=O)N(CCC#N)c2ccccc2)C1=O (stereo not given),2,-7,11,-8,-8,5,5,-1,-5,7,-9
Nc1ncnc2c1ncn2CCN1CCCCC1,9,-4,6,5,-9,-3,·,-10,12,-139,4
O=C(Nc1ccc(F)c(F)c1)C1CCCCC1,12,-6,6,-2,-3,-8,2,-11,-2,-12,49*
Cc1ccccc1COc1ccc(-c2nnn(CC(=O)O)n2)cc1,-7,-15,-5,3,-2,-1,5,10,-3,-18,-6
Cc1ccc(C)c(OCC(=O)NNC(=O)CSC(=S)N2CCCC2)c1,-12,-11,-4,12,-8,22,-20,6,-8,9,-1
COc1ccc(CCNc2oc(-c3ccc(OC)c(OC)c3)nc2P(=O)(OC)OC)cc1OC,13,9,-7,-29,17,3,17,-6,9,6,13
CCOc1ccc(NC(=O)Nc2cc(C(=O)O)ccc2N2CC3CC(C2)c2cccc(=O)n2C3)cc1 (stereo not given),-3,15,-21,24,5,-15,5,-18,0,-5,-4
O=C(CNC(=O)c1ccccc1C(=O)O)c1ccccc1,-6,-22,-10,4,3,-10,-56,-16,-20,16,-20
N=c1c(C(=O)NC2CCCC2)cc2c(=O)n3ccccc3nc2n1C1CCCCC1,-13,21,3,9,-13,0,20,6,14,-21,4
CCOC(=O)N1CCC(N2Cc3cccc(C(=O)NC(C)c4ccc5c(c4)OCCO5)c3C2=O)CC1 (stereo not given),-3,15,6,0,8,5,-3,7,23,-2,-3
O=C1OC(C(=O)O)Cc2ccccc21 (stereo not given),9,10,11,7,9,5,-2,-5,-1,22,2
Cc1sc2ncnc(OCC(=O)Nc3ccc4c(c3)OCCO4)c2c1C,7,-16,-3,-5,7,-13,-3,-5,-1,-10,0
Cc1ccccc1OCC(=O)OCC(=O)NC1CC1,3,9,8,-8,11,9,14,-13,-9,-6,-1
C=C(C)COc1ccc(-c2[nH]ncc2Oc2ccc(OC)cc2)c(O)c1,-1,9,11,5,-50,2,6,6,7,0,-11
CCc1ccc(S(=O)(=O)NCc2cn3cccc(C)c3n2)s1,-1,15,20,-5,-6,13,39,-10,16,25,8
O=C(c1ccc(Cl)c(S(=O)(=O)Nc2ccccc2C(=O)N2CCc3ccccc3C2)c1)N1CCc2ccccc2C1,5,2,2,14,13,-1,-4,18,10,12,0
COc1ccc(CCNC(=O)CSc2nnc3c(n2)[nH]c2ccc(F)cc23)cc1OC,-2,2,-12,-8,6,9,5,6,9,8,4
COc1ccc(CCNc2ccc([N+](=O)[O-])cn2)cc1,-7,-27,-15,-10,0,5,9,23,2,-7,-2
O=c1c2ccccc2nc(/C=C/c2ccc(Br)cc2)n1CCO,-8,10,5,3,-17,-4,15,6,3,-30,·
Cc1ccc(N2Cc3ccccc3C2=S)cc1,-4,-99,-51,-7,-25,-101,-61,35,-154,-19,-26
Cc1cccc(N(C)C(=S)Oc2ccc3ccccc3c2)c1,-2,-6,-27,-3,-33,-3,-22,7,13,-21,-20
CCCc1nc(SCC(=O)N2c3ccccc3CC2C)c2c(C)c(C)sc2n1 (stereo not given),11,19,9,2,-1,-17,29,17,-4,-26,25
COCCNC(=O)C(=O)Nc1ccc(Cl)cc1C,7,-7,-6,2,-11,-41,-1,3,-23,2,9
O=c1nc(N2CCCC2)nc(Nc2ccccc2)[nH]1,-9,16,2,14,2,-15,6,-9,-4,11,3
c1ccc(COc2ccc(CNCc3cccnc3)cc2)cc1,7,-15,-21,2,-56,-12,-3,0,-4,-11,8
CCN1CCN(c2ccc(N3CCN(S(=O)(=O)c4ccc(C)c([N+](=O)[O-])c4)CC3)nn2)CC1,-1,-10,-1,9,13,-8,-4,19,11,1,-2
COc1ccc(NS(=O)(=O)c2ccc(O)c(NC(=O)c3ccc(S(=O)(=O)N4CCCCCC4)cc3)c2)cc1,-4,8,-1,-2,38,11,-6,3,-3,31,-5
CCc1ccc2oc(-c3ccc(N)cc3)nc2c1,-29,-114,-21,-15,27,-79,7,75*,-125,60*,-19
C/C(=N\O)c1ncc(C(F)(F)F)cc1Cl,1,23,-6,10,7,4,-12,2,4,15,2
O=C(Cn1ncc2c(=O)oc3ccccc3c21)NC1CC1,-7,-1,-8,0,-35,6,8,-10,3,-17,0
COc1cccc(NC(=O)N2C3CCCC2CC(NC(C)=O)C3)c1 (stereo not given),15,2,-1,-22,-11,-2,7,-8,1,6,-8
Cc1ccc(C(C)NC(=O)COC(=O)C2=COCCO2)cc1C (stereo not given),-3,16,-7,20,-4,-13,-1,1,4,-1,-5
CN(C)CCN(C(=O)C1CCN(S(=O)(=O)c2cccs2)CC1)c1nc2ccccc2s1,-3,-5,10,-22,-8,-9,6,-13,-20,-16,-4
O=C(Nc1ccc(-c2nc3ccccc3[nH]2)cc1)c1cccc(N2C(=O)CCC2=O)c1,-7,-2,-15,12,-17,-6,-18,-2,3,-52,0
Cc1ccc(Cl)cc1N1CCN(S(=O)(=O)c2c(C)[nH]c(C)c2C(=O)N2CCCC2)CC1,1,4,3,-4,-13,22,1,-5,6,11,-4
COc1ccc([C@H]2[C@H](C(C)=O)N3N=Cc4ccccc4C3C23C(=O)OC(C)(C)OC3=O)cc1 (stereo not given in full),-6,-9,0,18,12,-26,-9,-5,-11,10,-3
COc1ccc(N2CC(C(=O)Nc3ccccc3C(=O)NC3CC3)CC2=O)cc1 (stereo not given),-2,6,-5,-1,15,-6,-19,-9,14,38,34
CCOc1ccc(C(C)NC(=O)Cc2ccccc2)cc1OCC (stereo not given),-1,5,-2,-4,-20,8,-4,-2,22,-6,-2
CC1=NN(C(N)=S)C(=O)C1N=Nc1ccccc1O (stereo not given),9,8,-8,0,14,6,-9,-6,11,-16,-11
Cc1cc(S(=O)(=O)Nc2ccc(N3CCOCC3)cc2)ccc1Br,1,-38,1,5,8,-4,-4,-2,-5,9,4
COc1ccc(-c2nc(N)c(C#N)c(-c3cccnc3)c2C)cc1,-3,2,-18,10,20,-9,0,-21,-19,2,6
CC(C)OP(=O)(OC(C)C)C1(O)C(=O)Nc2ccc(Br)cc21 (stereo not given),2,4,-3,4,10,5,15,8,9,36,4
CCCN1C(=O)c2ccc(C(=O)NC3=NCCS3)cc2C1=O,1,-4,-17,-8,-15,-3,-21,-2,-22,5,-5
Cc1c(C(=O)O)c(=O)n(-c2ccccc2)n1-c1ccccc1,-1,3,16,16,13,7,·,13,1,-8,-2
COc1ccc(-c2c(-c3ccc(OCC(=O)NN)cc3O)n[nH]c2C)cc1OC,32,5,-6,-28,-4,-30,-7,4,1,14,-6
COC(=O)C[C@H]1C[C@H]2c3cc(NS(=O)(=O)c4cccc(OC)c4)ccc3O[C@H]2[C@@H](CO)O1,5,-3,-17,-21,2,-17,-3,-4,22,7,1
O=C(O)C1CC=CCC1C(=O)Nc1ccc(F)c(F)c1 (stereo not given),-4,2,-4,7,-5,2,-11,-4,-24,-1,2
COC(=O)c1cc(CNC(=O)Cc2ccsc2)ccc1OC,1,-4,-13,3,4,20,3,-9,-5,-9,-1
CCc1ccccc1NC(=O)c1ccc2c(c1)CCN2S(C)(=O)=O,4,-18,-8,0,-12,-3,15,12,-4,8,8
CCCCCCn1c(SCCCC)nc2c1c(=O)[nH]c(=O)n2C,-40,4,-5,30,-6,-3,-4,-24,5,-44,-6
C#CC(CC)(CC)NC(=S)Nc1ccc(S(N)(=O)=O)cc1,7,-6,-18,-3,-25,-18,-6,-3,-14,-10,-4
CN(CCC#N)S(=O)(=O)c1cc2c3c(c1)CCN3C(=O)CC2,19,9,-6,-14,7,4,1,-16,22,-5,-15
CCCNC(=O)c1ccc(N2CCC3(CC2)CC(c2ccccc2)=NO3)c([N+](=O)[O-])c1,8,14,20,-13,21,-11,15,-1,23,5,0
CCOc1cc(C2NC(=O)NC(c3ccccc3)=C2C(=O)c2ccccc2)c(Br)cc1OCC(=O)O (stereo not given),2,13,12,11,13,-4,17,2,9,13,-2
# Remaining list, next part:
SMILES,KKLEB tox,NCOA3 inh,COUP-TFII inh,CF NFkB block,TROY NFkB inh,NCOA1 inh,Shn3 3UTR inh,C8 TRAIL sens,LRH-1 inv ag,TWEAK-Fn14 inh,EBV LMP1 NFkB
CC(=O)C(=Cc1cccc(C#N)c1)C(=O)c1ccccc1,-7,14,-4,56*,-12,22,22,33,-11,77*,·
FC(F)(F)c1ccnc(NCc2ccc(Cl)cc2)n1,-1,4,-15,-15,-4,1,-2,-16,6,17,0
Cc1onc(-c2ccccc2Cl)c1C(=O)NCc1ccc(S(N)(=O)=O)cc1,6,0,1,-2,20,-8,-5,22,5,-2,10
COc1ccc2oc(C(=O)OCC(=O)NC(=O)c3ccccc3)c(C)c2c1,15,-3,-3,-27,-25,-25,-9,6,-9,0,-8
CC(=O)c1ccccc1C(=O)N1CCCC(N2CCN(Cc3ccc4c(c3)OCO4)CC2)C1 (stereo not given),11,27,11,-24,-17,3,-7,-4,2,3,-8
Cc1c(NN=C(C#N)C#N)c(=O)n(-c2ccccc2)n1C,-1,15,8,27,14,-21,-50,0,-15,15,39
COC(=O)CCNC(=O)CCc1ccc(S(=O)(=O)N2CCCCCC2)cc1,12,-2,0,-9,3,-14,4,-9,-11,-17,1
